# KCNH2 WT inh = KCNH2 (human, wildtype) channel inhibition; Q12809; U2OS, BacMam KCNH2, thallium flux FluxOr; hits give low values; activity change, % at 1.84 µM; 340,000 compounds, 0.37% hits; AID 720551;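 active means maximum activity change below -70%; inconclusive means maximum activity change between -70% and -50%; inactive means maximum activity change above -50%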; further: on the % scale 0 is the no-effect control and ±100 the full control effect
#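 U2OS cells were transduced with wild-type KCNH2 virus (2.03 x 10^8 / mL) for 4 h at room temperature, then cultured overnight at 37 C. Thallium flux was read with FluxOr dye. Rate constants were normalized to DMSO controls.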
# Eya2 phos inh = inhibitors of human Eya2 phosphatase activity | Potency, µM (doses to about 76.9 µM), without a hit: at the highest dose activity, negative = inhibition, most hits filed as inhibitors | O00167 | recombinant Eya2, OMFP fluorescence dephosphorylation (OMFP is methylfluorescein phosphate) | 330,000 compounds, 0.006% hits; further: potency means the concentration at half of the fitted maximal effect; on the % scale 0 is the no-effect control and ±100 the full control effect
#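 Eya2 protein (added as 0.2 uM solution) was preincubated with compound for 10 min at ambient temperature in 50 mM HEPES pH 7.5, 50 mM NaCl, 5 uM MgCl2, 0.05% BSA, 1 mM DTT. OMFP (added at 50 uM) then reacted 10 min; fluorescence read at 485/525 nm.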
# AT treatment = potential ataxia-telangiectasia treatments restoring KAP-1 phosphorylation; […] A-T fibroblasts, KAP-1 phosphorylation AlphaLISA; neocarzinostatin DNA damage 30 min before lysis; Potency, µM (top dose mostly 57.5 µM), inactives show at the highest dose activation, usual class: activators; 320,000 compounds, 0.19% hits; further: potency means the concentration at half of the fitted maximal effect; % of control where 0% means no effect; nearly all actives have a fitted effect of over 45% in size
#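 ATM-like activity read as KAP-1 phosphorylation via AlphaLISA donor/acceptor antibody pairs after lysis and 6 hr at 25C. Cells were ATM-null patient fibroblasts ([…], hTERT), dosed 60 min, then exposed to the DSB inducer NCS for 30 min.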
# KCNH2 3.1 inh = blocks the human KCNH2 3.1 channel isoform. activity change, % (tested at about 1.8 µM). 340,000 compounds, 0.95% hits. AID 720553. U2OS KCNH2 3.1, thallium flux FluxOr; hits give low values;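 active means maximum activity change below -70%; inconclusive means maximum activity change from -70% to -50%; inactive means maximum activity change above -50%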;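 further: thallium influx rate constant from kinetic fluorescence after stimulation buffer; on the % scale 0 is the no-effect control and ±100 the full control effect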
#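 Channel expression came from 3.1 mutant virus (1.77 x 10^8 /mL) applied to suspended U2OS cells for 4 h. Flux was tracked with FluxOr dye plus Red40 quencher, and kinetic rate constants normalized to controls.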
# TSHR antag = antagonists of human thyroid stimulating hormone receptor; TSHR-expressing cells, TSH-stimulated cAMP HTRF, 2 h; hits give low values; activity change, negative = inhibition, % at 11.5 µM; AID 504810; P16473; 330,000 compounds, 0.2% hits;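 active means activity change below a set negative limit, meaning inhibition stronger than a set level, cut at about -70% in these data; inconclusive means activity change between two set negative limits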; further: on the % scale 0 is the no-effect control and ±100 the full control effect
#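 Freshly harvested TSHR cells receive pin-tooled compound, then EC80 TSH at 4nM final. After 2 hours at 37 deg C, antibody in lysis buffer and cAMP-d2 are added; 30 minutes at ambient temperature precede the HTRF read.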
# USP2a block = inhibitors of human ubiquitin-specific protease USP2a; AID 463254; 330,000 compounds, 0.01% hits; USP2 core, Ub-CHOP2 coupled fluorogenic reporter, 485/531; Potency, µM (titrated, usually from 38.3 µM), inactives show at the top dose activity change, negative = inhibition, usual class: inhibitors;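 further: potency means the concentration at half of the fitted maximal effect; plate controls were DMSO wells for no effect and full inhibition by NEM control for full effect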
# Target sequence (O75604 whole entry, looked up): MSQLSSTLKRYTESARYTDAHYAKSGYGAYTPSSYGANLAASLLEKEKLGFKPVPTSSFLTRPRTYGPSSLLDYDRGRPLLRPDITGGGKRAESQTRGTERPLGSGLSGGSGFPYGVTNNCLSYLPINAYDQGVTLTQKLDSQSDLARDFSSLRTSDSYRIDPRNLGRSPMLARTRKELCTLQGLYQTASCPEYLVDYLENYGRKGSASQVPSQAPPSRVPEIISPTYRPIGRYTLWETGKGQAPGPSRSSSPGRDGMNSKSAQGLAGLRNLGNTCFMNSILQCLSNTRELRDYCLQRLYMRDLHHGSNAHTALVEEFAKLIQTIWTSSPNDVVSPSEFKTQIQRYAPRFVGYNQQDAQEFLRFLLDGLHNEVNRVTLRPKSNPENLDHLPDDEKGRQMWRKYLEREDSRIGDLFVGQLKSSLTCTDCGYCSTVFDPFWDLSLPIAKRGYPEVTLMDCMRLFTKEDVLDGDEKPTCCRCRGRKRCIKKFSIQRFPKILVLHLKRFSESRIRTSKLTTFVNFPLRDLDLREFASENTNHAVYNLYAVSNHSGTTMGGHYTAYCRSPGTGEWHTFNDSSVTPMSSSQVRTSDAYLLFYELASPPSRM
#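 Deubiquitinase activity read as fluorescence (485/531 nm) after Ub-CHOP2 cleavage activates the enterokinase reporter on its substrate; USP2 core 10nM, Ub-CHOP2 and substrate 25nM each, 30min compound preincubation then 60min RT; data normalized to NEM, curves fitted.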
# TRPV1 agonist = human TRPV1 agonism; Q8NER1; TRPV1-expressing cells, Fluo-8 calcium influx, agonist mode; activation, % at 8.33 µM; 320,000 compounds, 0.19% hits; AID 540275; in the data active means activation above about 80%; inconclusive means between about 30% and that limit; further: 0% is about no effect
#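 Cells expressing TRPV1 were dye-loaded with Fluo-8 and read kinetically: 10 s baseline, 3 min after compound (agonist portion), then 2 min after EC20 capsaicin (allosteric enhancer portion). Calcium-bound dye fluorescence at 480/520 nm.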
# Mito fusion act = inhibitors of mitochondrial division or activators of mitochondrial fusion; S. cerevisiae fusion-defective mutant growth rescue, CellTiterGlo 48 h; Potency, µM (highest dose often 46.1 µM), for the others: top-dose growth rescue (activation), actives largely listed as activators; 320,000 compounds, 0.23% hits; AID 485298;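 further: potency means the concentration at half of the fitted maximal effect; % of control where 0% means no effect; nearly all actives have a fitted effect of over 45% in size; temperature-sensitive fusion mutants such as fzo1-1 at 37 °C on non-fermentable ethanol glycerol medium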
#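 Temperature-sensitive fusion-defective S. cerevisiae (e.g. fzo1-1, mgm1-5) were grown with compound in YPEG medium (3% ethanol, 3% glycerol) for 48 hours at 37C. Growth rescue was measured as viability by CellTiterGlo luminescence after 10 minutes at ambient.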
# TCR activator = activates T cell receptor signaling. primary human leukocytes, anti-CD3, IL-2 HTRF, 48 h. Potency, µM (top dose mostly 9.22 µM), for inactives: at the highest dose activation of IL-2 secretion, hits mostly activators. 330,000 tested, under 10 active. AID 504894; further: % of control where 0% means no effect
#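 Using a-CD3 beads without co-stimulation, primary human leukocytes were exposed to compounds for 48 hr. An HTRF IL-2 kit measured the cytokine, with europium-to-d2 energy transfer producing emission at 665nm upon 320nm excitation.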
# ELG1 repair inh = ELG1-dependent DNA repair inhibition; HEK293T ELG1-luciferase reporter, luminescence, 16 h; DNA damage induced by 5-fluorouridine; 330,000 compounds, 2.3% hits; Potency, µM (doses to about 46.1 µM), for inactives: at the top dose activity change, negative = inhibition, actives largely listed as inhibitors; AID 504467; further: potency means the concentration at half of the fitted maximal effect; on the % scale 0 is the no-effect control and ±100 the full control effect; nearly all actives have a fitted effect of over 55% in size
#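 Overnight (16 hr) co-exposure of 2,000 cells/well to 5-fluorouridine and compound at 37 °C preceded detection. Luciferase was quantified via ONE-Glo luminescence; loss of signal denotes inhibition.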
# * marks the source's active call; other numbers are inactive results; ? = inconclusive; . = no result given; [ ] = remark or other dose. Unless noted, the call rests on the fitted dose curve; in most records, active means well fitted curve in the direction sought with a large enough effect; inconclusive means small, poorly fitted or top-dose-only effect, or another doubt; inactive means no such curve, though single readings can be large; an effect the other way counts as inactive or inconclusive. Not all compounds are listed, so the mix of outcomes need not match the whole.
SMILES,KCNH2 WT inh,Eya2 phos inh,AT treatment,KCNH2 3.1 inh,TSHR antag,USP2a block,TRPV1 agonist,Mito fusion act,TCR activator,ELG1 repair inh
Cc1cc(C)c(OCC(=O)N(Cc2cccs2)C2CCS(=O)(=O)C2)c(C)c1 (centres undefined),0,-3%,6%,-8,1,0%,0,5%,1%,-4%
CCCCN(C(=O)CCC(=O)Nc1cc(C)on1)C(C(=O)NC(C)(C)C)c1ccccc1Cl (centres undefined),-4,0%,0%,-1,-7,-2%,14,6%,-3%,-6%
CCn1ccc(=O)c2cc3c(cc21)OCO3,3,5%,2%,14,-4,2%,8,-1%,-3%,5%
CCN(Cc1ccccc1)c1ccc(/C=N/NS(=O)(=O)c2cccc([N+](=O)[O-])c2)cc1,-5,7%,5%,4,-5,-7%,0,11%,-7%[46.1 µM],-1%
CN(Cc1c(C(=O)N/N=C/c2ccc(F)cc2)nnn1-c1nonc1N)C1CCCCC1,12,1%,-1%,-16,1,4%,12,0%,-5%,0%
COc1ccc(N(CC(=O)NCCc2ccc(OC)c(OC)c2)S(=O)(=O)c2c(C)noc2C)cc1,3,2%,2%,9,5,-2%,-1,2%,-50%,8%
COC(=O)CN(C)C(=O)CC1C(=O)NCCN1CC(C)(C)C (centres undefined),-2,-2%,-2%[11.5 µM],6,-14,4%,-1,-2%,-1%,14%
CCOc1cc(C(=O)Nc2cc(F)ccc2C)ccc1OCC(=O)N1CCOCC1,14,1%,6%,1,-8,-1%,-4,2%,-4%,-23%
CC1CN(S(=O)(=O)c2ccc(C(=O)Nc3nccs3)cc2)CC(C)O1 (centres undefined),0,-3%,27%,1,-8,0%,0,2%,-1%,?
Cc1nn(-c2ccccc2)c(C)c1NC(=O)COc1ccc(Br)cc1Cl,26,1%,4%,3,?,-1%,0,13%,-8%[46.1 µM],23µM*
CCOc1ccccc1N1C(=O)c2ccc(C(=O)Nc3cccnc3)cc2C1=O,16,-19%,9%,-17,5,0%,-5,0%,6%,11%
Cc1ccccc1-c1nc(-c2ccc(NC(=O)c3ccc4c(c3)OCO4)cc2)no1,-1,-3%,4%,-24,-13,5%,0,4%,0%,?

# 3 compounds out of the list above, ordered by the number in Eya2 phos inh, largest number first:
canonical_smiles	Eya2 phos inh
CCn1ccc(=O)c2cc3c(cc21)OCO3	5%
CN(Cc1c(C(=O)N/N=C/c2ccc(F)cc2)nnn1-c1nonc1N)C1CCCCC1	1%
Cc1ccccc1-c1nc(-c2ccc(NC(=O)c3ccc4c(c3)OCO4)cc2)no1	-3%

# Other records follow.
SMILES,KCNH2 WT inh,Eya2 phos inh,AT treatment,KCNH2 3.1 inh,TSHR antag,USP2a block,TRPV1 agonist,Mito fusion act,TCR activator,ELG1 repair inh
O=C(CSc1nc2c(cnn2-c2ccccc2)c(=O)[nH]1)N1N=C(c2cccs2)CC1c1ccc(F)cc1 (centres undefined),-9,6%,10%,0,7,9%,-4,0%,4%,4%
O=C(NNC1CC(=O)N(c2ccc(Cl)cc2)C1=O)c1ccco1 (centres undefined),.,-7%,-1%,5,-1,-1%,0,-1%,1%,-3%
CCOc1cccc(SCc2noc(C(=O)NCC3CCCO3)c2C(=O)O)c1 (centres undefined),-31,?,14%,1,37,2%,-2,7%,-4%,11%
CC(=O)Nc1ccc(Nc2ccc([N+](=O)[O-])cn2)cc1,-1,-3%,-5%,9,2,1%,1,0%,9%,-14%
CC1CCc2nc3ccc(S(=O)(=O)N4CCC(C(=O)NCc5ccccc5Cl)CC4)cc3c(C(=O)O)c2C1 (centres undefined),21,-5%,-6%,13,-10,1%,0,?,-29%,6%
CCOc1ccc(NS(=O)(=O)c2ccc3[nH]cc(C(=O)NC(C)CC)c(=O)c3c2)cc1 (centres undefined),-5,-9%,-7%,1,10,-6%,?,0%,0%,11%
COc1cc(/C=C/C2=NC(=O)C(C)(C)O2)ccc1O,-3,-11%,3%,-3,14,-1%,0,0%,-6%,26µM*
CCOC(=O)c1c(-c2cccs2)csc1NC(=O)COC(=O)c1c(C)noc1C,-7,-20%,4%,-9,-16,-2%,1,12%,-1%,?
CCOc1ccccc1NC(=O)c1ccc(-n2cncn2)nc1,.,-2%,2%,-18,-14,2%,4,-4%,-10%,-7%
CCCOc1ccc(C(=O)CCC(=O)NNC(=O)Cn2nc(C)cc2C)cc1,-3,-25%,13%,4,0,-1%,-2,-1%,3%,23%
Fc1ccccc1-n1cn[nH]c1=S,0,13%,-1%,1,0,0%,1,12%,-4%,?
CCOc1ccccc1-c1nc(CN2CCC(C(=O)N3CCOCC3)CC2)c(C)o1,6,18%,-4%,11,0,1%,18,-4%,4%,1%
c1cncc(-c2nnc3n2N=C(c2cccs2)CS3)c1,4,2%,-5%,-10,-3,3%,0,6%,3%,-1%
O=C(COc1ccc(Cl)cc1)Nc1ccc(N2CCN(C(=O)c3ccco3)CC2)cc1,4,2%,7%,-6,-19,0%,2,0%,-10%,-29%
O=S(=O)(NCCOCCNS(=O)(=O)c1ccccc1)c1ccccc1,30,6%,4%,19,18,1%,4,6%,1%,1%
O=Cc1c(N2CCN(c3cccc(Cl)c3)CC2)nc2ccccn2c1=O,2,-2%,3%,1,-3,-2%,2,24%,0%,?
CC1(c2cccc(Br)c2)NC(=O)N(CC(=O)c2ccc3c(c2)OCCO3)C1=O (centres undefined),-2,-6%,-3%,-2,.,4%,.,.,0%,0%
CCn1c(CSc2nnc3ccccn23)nc2cc(C(=O)O)ccc21,3,-10%[15.4 µM],-2%,17,-1,4%,1,-1%,-8%,0%
CCN(CC)CCCNc1nc2ccccc2[nH]1,20,-10%,0%,20,0,2%,-2,-5%,2%,-5%
CCOc1ccc(OCCC(=O)OCC(=O)Nc2ccc(N3CCOCC3)cc2)cc1,-4,9%,8%,.,7,3%,2,-1%,4%,1%
C=CC[C@H](CC(=O)NCCO)C(=O)NC[C@@H](OC(=O)[C@@H](CC=C)Cc1ccc(F)cc1)c1ccccc1,-28,0%,0%,-6,-6,2%,.,.,3%,-9%
Cc1ccc(NC(=O)c2ccccc2-c2ccc(C(F)(F)F)cc2)cc1S(=O)(=O)N1CCOCC1,-4,-11%,7%,2,-5,-12%,18,5%,-8%[46.1 µM],21µM*
Nc1c(C(=O)NC23CC4CC(CC(C4)C2)C3)sc2nc3c(c(C(F)(F)F)c12)CCC3,-8,-21%,1%,14,19,-1%,5,-3%,.,?
N#CCC(=O)N/N=C\c1cc(Br)ccc1OC/C=C/c1ccccc1,8,-7%,17%,6,0,-3%,-2,-1%,9%,?
COC(=O)c1ccc(NC(=O)c2ccc(F)cc2)o1,-3,-10%,6%,-36,0,1%,23,0%,5%,?
O=C(Cn1c(=O)oc2ccccc21)N1CCN(c2ccc(N3CCOCC3)nn2)CC1,7,9%,2%,-1,6,-2%,3,0%,-1%,10%
CNc1oc(-c2ccccc2)nc1S(=O)(=O)c1ccc(C)cc1,-7,5%,-5%,-4,-11,3%,?,3%,-1%,3%
N=c1n(CCCOc2ccc(F)cc2)c2ccccc2n1CC(N)=O,-3,-16%,5%,1,-4,2%,-2,-4%,3%,-3%
O=C(O)c1cccc(Oc2cccc(Cl)n2)c1,-1,-10%,-3%,-3,5,1%,-3,2%,-1%,4%
O=C(NCc1ccccc1)NC(=O)c1ccccc1F,-40,7%,1%,-1,0,-2%,2,-3%,-10%,18%
Clc1cc(NCc2cccs2)ccc1N1CCOCC1,-8,-6%,-16%,8,-10,1%,?,3%,-3%,?
Cc1cccn2c(=O)c3cc(C(N)=S)c(=N)n(CCCOC(C)C)c3nc12,-3,10%[15.4 µM],6%,-12,-14,0%,-5,4%,-31%,?
CCc1cc2c(=O)nc3n(c2s1)Cc1ccccc1/C3=C(/O)c1ccccc1Cl,-1,-3%,-1%,-5,-2,4%,4,5%,5%,-1%
CCOCCCNC(=O)c1c[nH]c2cc(C)ccc2c1=O,-6,1%,0%,30,27,-4%,0,6%,2%,-2%
CC(=O)c1cccc(NC(=O)CCCCCn2nnc3ccccc3c2=O)c1,1,1%,9%,-1,0,-2%,18,10%,-6%,-3%
COc1ccc(NS(=O)(=O)c2ccc(NC(=O)C3CCCO3)cc2)cc1 (centres undefined),-12,-21%,3%,7,0,0%,2,-3%,-2%,-12%
O=C(Nc1ccc(N2CCOCC2)c(Cl)c1)c1c(F)c(F)c(F)c(F)c1F,0,-8%,1%,-2,5,1%,?,-15%,-4%,-15%
CC(=O)NCCSC(=O)c1ccc(F)cc1,1,-20%,3%,8,-6,0%,30,-1%,8%,?
CC(C)Sc1nc2ccsc2c(=O)[nH]1,-6,16%,-5%,-14,2,-1%,-5,-6%,-3%,10%

# Screens (PubChem BioAssay)
